Source: PubChem BioAssay
Pol beta inh: DNA polymerase beta (human) inhibition; P06746; Pol beta primer extension/strand displacement, fluorescence kinetic; Potency, µM (doses to about 114 µM), inactives show at the top dose activity change, negative = inhibition, usual class: inhibitors; 340,000 tested, 1.3% active; note: potency is the fitted concentration of half-maximal effect; % is set by controls: 0 for no effect and ±100 for the full control effect
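Values derive from four-parameter Hill fits of normalized kinetic data: reads at 0 and 10 min following addition of 50 nM substrate to 10 nM Pol beta preincubated 15 min with compound.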
Tb PGK inh: inhibitors of T. brucei phosphoglycerate kinase | AID 602233 | Potency, µM (series often up to 57.5 µM), for the others: top-dose activity change, negative = inhibition, most hits filed as inhibitors | PGK/GAPDH coupled, Kinase-Glo luminescence, 60 min | 380,000 tested, 0.043% active; note: potency is the fitted concentration of half-maximal effect; % is set by controls: 0 for no effect and ±100 for the full control effect; nearly all actives have a fitted effect of over 60% in size
Target sequence (P07378 whole entry, looked up): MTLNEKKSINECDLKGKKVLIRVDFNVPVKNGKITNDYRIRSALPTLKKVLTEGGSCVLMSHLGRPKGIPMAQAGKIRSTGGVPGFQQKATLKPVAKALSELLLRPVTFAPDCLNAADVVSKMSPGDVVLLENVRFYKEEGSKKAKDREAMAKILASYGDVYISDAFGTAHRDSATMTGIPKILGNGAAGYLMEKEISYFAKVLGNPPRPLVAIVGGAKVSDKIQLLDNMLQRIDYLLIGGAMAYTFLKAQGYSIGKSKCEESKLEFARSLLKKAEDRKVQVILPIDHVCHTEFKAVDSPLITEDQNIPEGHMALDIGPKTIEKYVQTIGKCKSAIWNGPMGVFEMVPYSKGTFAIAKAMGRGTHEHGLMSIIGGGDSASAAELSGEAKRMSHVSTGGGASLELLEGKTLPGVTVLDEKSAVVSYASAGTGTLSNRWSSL
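Luminescent ATP detection (Kinase-Glo Plus) follows a 60-minute room-temperature incubation, with wells lacking PGK as controls. Buffer: 100 mM TEA (pH 7.6), 5 mM MgCl2, 0.01% Tween-20. Coupling enzyme GAPDH (100 nM final) supplies unstable 1,3-BPG in-well.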
POLI inh: DNA polymerase iota (human) inhibition; Pol iota fluorescent replication assay, 10 min; Potency, µM (top dose mostly 115 µM), for inactives: at the highest dose activity, negative = inhibition, hits mostly inhibitors; 390,000 tested, 1% active; AID 588590; note: potency is the fitted concentration of half-maximal effect
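Pol iota at 10 nM preincubated 15 min with compounds at room temperature; reaction started with fluorescent substrate, 50 nM final. Fluorescence read kinetically at 0 and 10 min; buffer-only wells as negative control.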
POLK inh: blocks human DNA polymerase kappa activity | purified Pol kappa, fluorescent DNA synthesis assay, 10 min | Potency, µM (titrated, usually from 107 µM), for the others: at the top dose activity, negative = inhibition, usual class: inhibitors | 400,000 tested, 0.53% active; note: potency is the fitted concentration of half-maximal effect; % is set by controls: 0 for no effect and ±100 for the full control effect
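Inhibition of 10 nM Pol kappa is measured by a fluorescent read-out at 0 and 10 min following addition of 50 nM substrate (final), with a 15-min room-temperature compound preincubation.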
POLH inh: blocks human DNA polymerase eta activity. AID 588591. 390,000 tested, 1.2% active. Potency, µM (highest dose often 114 µM), for the others: top-dose activity change, negative = inhibition, most hits filed as inhibitors. Q9Y253. recombinant Pol eta, fluorescent DNA replication assay; note: potency is the fitted concentration of half-maximal effect; % is set by controls: 0 for no effect and ±100 for the full control effect
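Pol eta (10 nM) was preincubated with compounds for 15 min at room temperature, after which fluorescent replication substrate (50 nM final) was added to start the reaction. Fluorescence was read kinetically at 0 and 10 min.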
BLM inh: blocks DNA unwinding by human BLM helicase. Potency, µM (titrated, usually from 56.1 µM), inactives show at the highest dose activity change, negative = inhibition, most hits filed as inhibitors. 350,000 tested, 0.2% active. P54132. recombinant BLM DNA unwinding, fluorescence dequenching;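 note: potency is the fitted concentration of half-maximal effect; plate controls were vehicle for no effect and no enzyme for full effect; nearly all actives have a fitted effect of over 35% in size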
Anesthetic bind: binds horse apoferritin like a general anesthetic; apoferritin/1-aminoanthracene competitive binding, fluorescence; Potency, µM (highest dose often 77.5 µM), for the others: top-dose activity change, negative = displacement, hits mostly inhibitors; 350,000 tested, 0.074% active; AID 485281; note: potency is the fitted concentration of half-maximal effect; % is set by controls: 0 for no effect and ±100 for the full control effect; nearly all actives have a fitted effect of over 20% in size
Target sequence (P02791 2-175 limits assumed): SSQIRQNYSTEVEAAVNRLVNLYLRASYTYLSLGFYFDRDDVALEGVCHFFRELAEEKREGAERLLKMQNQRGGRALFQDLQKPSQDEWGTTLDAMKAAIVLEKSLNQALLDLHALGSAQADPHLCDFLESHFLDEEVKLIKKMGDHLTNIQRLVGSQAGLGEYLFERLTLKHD
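Read-out: endpoint 1-AMA fluorescence, excitation 380 nm and emission 535 nm, after compounds sit 10 min at room temperature with 10 uM horse-spleen apoferritin in 50% saturated 1-AMA/PBS. Values come from four-parameter Hill fits.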
APEX1 inh: blocks human APE1 abasic DNA cleavage; P27695; recombinant APE1, TAMRA/BHQ-2 abasic DNA cleavage fluorescence; Potency, µM (doses to about 65.8 µM), inactives show at the highest dose activity change, negative = inhibition, hits mostly inhibitors; 350,000 tested, 0.35% active; AID 2517;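 note: potency is the fitted concentration of half-maximal effect; plate controls were vehicle for no effect and reference inhibitor for full effect; nearly all actives have a fitted effect of over 55% in size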
Target sequence (P27695 whole entry, looked up): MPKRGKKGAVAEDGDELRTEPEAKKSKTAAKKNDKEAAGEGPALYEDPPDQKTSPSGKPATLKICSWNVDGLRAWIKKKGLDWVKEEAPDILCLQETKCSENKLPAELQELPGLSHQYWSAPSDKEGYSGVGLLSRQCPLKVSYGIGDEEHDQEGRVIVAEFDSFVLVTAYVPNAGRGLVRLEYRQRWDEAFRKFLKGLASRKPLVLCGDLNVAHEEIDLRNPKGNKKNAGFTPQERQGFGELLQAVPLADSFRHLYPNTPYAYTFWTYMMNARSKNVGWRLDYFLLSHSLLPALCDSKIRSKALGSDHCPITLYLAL
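Endonuclease cleavage of a quenched abasic-site DNA duplex (50 nM) by APE1 (0.75 nM) was tracked by TAMRA dequenching. Compounds were preincubated with enzyme 15 min at room temperature; data normalized to buffer-only and DMSO wells plus NSC13755 control.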
RXFP1 antag: blocks the human relaxin receptor RXFP1; Q9HBX9; HEK293-RXFP1, relaxin-stimulated cAMP HTRF, 30 min; active compounds read low; activity change, negative = inhibition, % at 57.5 µM; 350,000 tested, 0.59% active; AID 1259400;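 active = activity change of -60% or lower, but not beyond a set lower limit; inconclusive = change between -60% and -40%, or beyond the set limit; inactive = change above -40%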; note: % is set by controls: 0 for no effect and ±100 for the full control effect
The depositor's hits bear a star; i = inactive; u = inconclusive; x = not tested or not shown; [ ] = dose if it differs, or a comment. Unless noted, calls come from the whole dose curve; as a rule, active = well fitted curve in the direction sought with a large enough effect; inconclusive = small, poorly fitted or top-dose-only effect, or another doubt; inactive = no such curve, though single readings can be large; an effect the other way counts as inactive or inconclusive.

compound	Pol beta inh	Tb PGK inh	POLI inh	POLK inh	POLH inh	BLM inh	Anesthetic bind	APEX1 inh	RXFP1 antag
Cc1cccc(CN2CCOCCS2(=O)=O)c1	20%	-12%	-4%	-20%	-2%	-1%	u	8%	x
Cc1ccccc1N(C(=O)CCC(=O)Nc1ccccn1)C(C(=O)NC(C)C)c1ccc(O)cc1 (stereo not drawn)	10%	-9%	9%	-1%	-8%	-5%	-8%	-14%	-1
c1ccc(-n2nnnc2SCc2cccc3nsnc23)cc1	2%	3%	4%	-12%	3%	-4%	u	-6%	-2
COc1ccc(OC)c(Nc2nc(-c3ccccc3O)nc3ccccc23)c1	5%	i	49%[activator]	-5%	-11%	-2%	1%	6%	-21
COc1cc(NC(=O)CCNC(=O)Cn2cnc3sc4c(c3c2=O)CCCC4)cc(OC)c1OC	51%	1%	13%	1%	9%	-1%	-3%	3%	4
CCOc1ccc(-n2c(=O)[nH]cc(C(=O)N3CCCc4ccccc43)c2=O)cc1	19%	-11%	-2%	-9%	-6%	-1%	-8%	0%	2
CCCCC(=O)Nc1ccc(NC(=O)c2cc(OC)c(OC)c(OC)c2)cn1	20%	-8%	22%	-8%	7%	-1%	u	-4%	7
C/C(=N\Nc1ccc(C(F)(F)F)cc1[N+](=O)[O-])C(C)C	21%	-3%	15%	0%	-7%	-1%	-2%	5%	-7
COc1ccccc1-n1c(=O)[nH]c2c(C(N)=O)nc(C3CCCCC3)nc21	13%	-6%	-16%	-14%	-11%	-1%	u	2%	x
Cc1ccc(SCC(=O)N2CCC(C(N)=O)CC2)cc1	-1%	0%	-6%	-9%	2%	-1%	-4%	-1%	-4
O=C(/C=C/c1ccco1)Nc1ccc(-c2nc3ccccc3[nH]2)cc1	u	5%	u	-8%	u	-11%	-2%	u	x
Cc1cc(C(=O)COc2cccnc2[N+](=O)[O-])c(C)n1-c1ccccc1	1%	-6%	207%[activator]	-14%	-15%	-5%	-4%	-5%	-12
CCN(CC(=O)Nc1ccc2c(c1)OCCO2)C(=O)c1cccc(OCC(C)C)c1	1%	4%	17%	-14%	-13%	-5%	u	60%[activator]	-5
O=C(c1ccc(Cl)cc1)N(Cc1ccc(Br)cc1)N1C(=O)CCC1=O	-15%	-3%	129%[activator]	-17%	-10%	-10%	-7%	19%	0
COc1ccc2c3c([nH]c2c1)[C@@H]1C[C@@H]2[C@@H](C[C@H](O)[C@H](OC)[C@H]2C(=O)O)CN1CC3	x	x	x	-13%[12 µM]	x	-1%[21.4 µM]	40%[activator][29.3 µM]	10%[21 µM]	x
COc1cc(OC)c(C2C(C(=O)O)c3ccccc3C(=O)N2C)cc1OC (stereo not drawn)	-1%	7%	9%	-5%	-4%	-1%	0%	1%	-9
CCCCSc1nc2c(=O)[nH][nH]c(=O)c2n1Cc1ccccc1	9%	-5%	0%	-8%	3%	2%	-7%	0%	-7
CCOC(=O)N1CCN(S(=O)(=O)c2ccc(C)cc2)C1c1ccc(OC)cc1 (stereo not drawn)	0%	-8%	37%[activator]	-9%	-3%	5%	60%[activator]	-2%	1
COc1ccc(N2CCC(CNC(=O)Nc3ccc(C)c(C)c3)C2)cc1 (stereo not drawn)	5%	2%	-5%	-11%	-9%	1%	8%	u	x
CCOC(=O)c1[nH]c(C)c(C(=O)OCC(=O)NC(C)c2ccc(F)cc2)c1C (stereo not drawn)	x	4%	-18%	-11%	2%	x	x	4%	-4
O=C(COC(=O)CCS(=O)(=O)c1ccc(F)cc1)NC1CCCCC1	x	0%	-6%	-2%	-10%	x	x	9%	4
CCn1c(=O)c2[nH]c(-c3ccccc3)nc2n(CC)c1=O	7%[57.1 µM]	x	4%[58.9 µM]	x	-4%[57.1 µM]	x	x	-5%	x
COCC(=O)OCC(=O)Nc1ccccc1-c1ccccc1	2%	8%	82%[activator]	2%	-20%	-1%	-1%	-1%	-4
Cc1cc(Nc2cccc(Cl)c2)nc2ccc(NC(=O)c3cccc(N(C)C)c3)cc12	12%	i	3%	5%	-9%	-5%	27%	x	x
O=C(CCCN1C(=O)c2ccccc2C1=O)NC1=NCCS1	14%	7%	65%[activator]	-8%	-18%	0%	-14%	7%	3
Cc1cccc(CSc2ncnc3ccccc23)c1	42%	0%	64%[activator]	-22%	-6%	-8%	u	12%	17
O=C(Nc1ccc(Cl)cc1)c1nc[nH]c1C(=O)NCc1ccccc1	x	3%	-17%	-3%	-9%	x	x	-19%	x
CCOC(=O)c1c(C)[nH]c(C)c1C(=O)CSc1nncs1	19%	i	116%[activator]	-5%	-11%	-1%	-12%	-4%	2
O=C(CN1c2ccc(Br)cc2-c2ccccc2S1(=O)=O)N1CCCCC1	-3%	-6%	3%	-2%	-18%	-1%	1%	x	-7
O=C(Nc1cccc(-c2nc3ccccc3c(=O)o2)c1)c1ccccc1	u	4%	37%[activator]	-1%	-19%	-4%	-11%	-1%	-17
CCOC(=O)C1(C)NC(c2cccs2)C2C(=O)N(c3ccc(C)cc3)C(=O)C21 (stereo not drawn)	68%	-11%	46%[activator]	-3%	-5%	-4%	-7%	1%	-10
CC(Oc1ccccc1)C(=O)Nc1ccc(S(=O)(=O)N2CCN(C)CC2)cc1 (stereo not drawn)	x	-3%	9%	-1%	-14%	x	x	-3%	-11
CC1(C)Cc2cccc(C(=O)Nc3ccncc3)c2O1	10%	10%	174%[activator]	-1%	-3%	-4%	-12%	13%	6
CC(OC(=O)c1ccccn1)C(=O)Nc1ccc2c(c1)OCCO2 (stereo not drawn)	x	-2%	11%	6%	-2%	x	x	28%	2
Cc1ccc(-n2cnc3c(sc4nccc(N(C)C)c43)c2=O)cc1	29%	i	-6%	-15%	5%	-2%	-14%	-4%	-8
COc1ccc(CNC(=O)CNC(=O)c2cccs2)c(OC)c1	2%	-7%	21%	11%	-1%	1%	-3%	-18%	12
CCSc1nc2ccccc2c(OCc2ccccc2Cl)c1C(=O)OC	-29%	-9%	-10%	-13%	-8%	-8%	-8%	x	x
COc1ccc(OCCCC(=O)OCC(=O)Nc2sccc2C(N)=O)cc1	x	-9%	u	1%	-10%	x	x	11%	-2
CCOc1cc(/C=C2\C(=O)N(CCc3ccc(OC)c(OC)c3)C(C)=C2C(=O)OC)ccc1O	19%	-11%	14%	-5%	-10%	-5%	7%	8%	-19
COc1ccc(-c2sc3ccc(OC)cc3c2C#CCCO)cc1	1%	i	22%	-5%	u	-8%	3%	18%	x
COc1cccc(NC(=O)NNS(=O)(=O)c2ccc(OC)cc2OC)c1	3%	1%	24%	-7%	-7%	-1%	-2%	37%	3
CCN(CC)S(=O)(=O)c1nnc(NC(=O)COc2ccc(Cl)cc2)s1	0%	-4%	10%	-3%	6%	-4%	8%	x	-9
COc1ccc(/C=C\C(=O)NCC(=O)N/N=C/c2cccc(OC)c2O)cc1	35%	-1%	-9%	6%	-2%	-7%	-9%	44%[activator]	6
COC(=O)c1ccc(C2NC(=O)c3c(sc(C)c3C)N2)cc1 (stereo not drawn)	-4%	-3%	u	-3%	35%[activator]	-3%	73%[activator]	-3%	4
O=C(Cc1cccs1)NC1(C(=O)NC2CCCC2)CCCCC1	21%	-1%	-18%	0%	-16%	1%	-9%	-1%	-11
CCCCC(=O)Nc1cccc(NC(=O)c2ccc3c(c2)OCO3)c1	-13%	3%	15%	-4%	-6%	-2%	-19%	0%	-8
Cc1csc(N/N=C\c2cccnc2)n1	0%	-3%	8%	-12%	-17%	-2%	-8%	16%	-6
COC(=O)c1ccc(NC(=O)C(=O)N2CCN(C(=S)Nc3cccc(C)c3C)CC2)cc1	u	-6%	-4%	-10%	-10%	-12%	-20%	-4%	16
Clc1ccc(-c2nnc(C34CC5CC(CC(C5)C3)C4)o2)cn1	9%	i	3%	-4%	-15%	-3%	-10%	0%	1
Cc1cc(C)n2nc(SCC(=O)NC3CCCCC3C)nc2n1 (stereo not drawn)	27%	-6%	-1%	18%	-11%	-2%	-17%	63%[activator]	-8
COc1ccc(-c2nc3n(n2)C(c2ccccc2)C(C(=O)Nc2cccnc2)=C(C)N3)cc1 (stereo not drawn)	25%	3%	1%	-12%[60.1 µM]	-8%	-1%	0%	x	-9
C/C(CC1CC(C)(C)OC1=O)=N\NC(N)=S (stereo not drawn)	36%	6%	32%[activator]	0%	1%	0%	4%	-8%	-7
O=C(CSc1nnc(C2COc3ccccc3O2)o1)N1CCN(c2ccccc2)CC1 (stereo not drawn)	-9%	i	58%	7%	-17%	3%	-3%	-5%	-4
O=C(COc1ccc(S(=O)(=O)NC2CCCCC2)cc1)Nc1ccc(C(F)(F)F)cc1	28%	4%	15%	-12%	-15%	-2%	-10%	x	x
Cc1ncc(CO)c(/C=N/NC(=O)c2ccc(Br)cc2)c1O	-3%	x	x	x	x	8%	229%[activator]	2%	x
C(=N\n1cnnc1)/c1ccc2c(c1)OCO2	16%	2%	24%	-11%	-2%	-1%	-14%	18%	4
Cc1ccc(SCc2cc(=O)[nH]c(/N=C(\N)Nc3ccccc3Sc3ccccc3)n2)cc1	-1%	-8%	18%	-9%	-1%	0%	-3%	15%	6
CCn1c(=O)c2c(n3c(=S)[nH]nc13)-c1ccccc1CC21CCCCC1	18%	6%	25%	-5%	-27%	-3%	-15%	-1%	-2
O=C(CSc1nnc2scc(-c3ccc(Cl)cc3)n12)Nc1cccc(C(F)(F)F)c1	1%	x	18%	9%	x	-3%	-6%	x	-9

These rows are one share of the data (hit frequency here may not be typical).
